Compound activity as filed in PubChem.
mcGAS lum: mouse cGAS inhibition by luminescence; recombinant cGAS, Kinase-Glo ATP depletion luminescence; inhibition, % at 12.5 µM; 160,000 compounds, 0.15% hits; AID 1259399;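 note: 0% = negative control wells and 100% = reference inhibitor with no enzyme activity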
hcGAS lum: human cGAS inhibition | recombinant h-cGAS, ATP depletion, Kinase-Glo luminescence | inhibition, % at 12.5 µM | 290,000 compounds, 0.081% hits | AID 1259398;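 note: 0% = vehicle reaction and 100% = reaction without DNA for no activity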
Target sequence (Q8N884 whole entry, looked up): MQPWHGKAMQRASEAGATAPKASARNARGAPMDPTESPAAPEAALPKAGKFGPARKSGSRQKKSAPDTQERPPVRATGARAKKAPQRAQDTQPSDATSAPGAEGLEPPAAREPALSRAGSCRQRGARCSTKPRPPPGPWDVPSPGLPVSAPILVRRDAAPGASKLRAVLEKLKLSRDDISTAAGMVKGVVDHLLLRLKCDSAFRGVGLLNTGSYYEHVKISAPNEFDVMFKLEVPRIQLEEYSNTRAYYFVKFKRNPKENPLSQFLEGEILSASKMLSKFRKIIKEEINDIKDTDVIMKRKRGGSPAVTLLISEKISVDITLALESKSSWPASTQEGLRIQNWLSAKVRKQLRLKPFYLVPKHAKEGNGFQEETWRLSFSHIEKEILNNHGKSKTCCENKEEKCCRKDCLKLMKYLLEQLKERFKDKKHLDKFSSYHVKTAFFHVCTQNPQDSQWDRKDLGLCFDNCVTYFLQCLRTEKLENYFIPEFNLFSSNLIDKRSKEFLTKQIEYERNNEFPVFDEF
NPYLR7 ag: activates Aedes aegypti NPYLR7 receptor. HEK293T NPYLR7/Galpha15, GCaMP6s calcium fluorescence. activation, % at 10 µM. 270,000 compounds, 0.15% hits. AID 1259423; in the data active = activation above about 40%;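 note: 0% = vehicle and 100% = reference agonist at the receptor; some compounds past the cut are filed as inactive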
Active calls of the source: *; · = no result given; & = joins results of further samples. Cut-off read from the data, not from the text of the source, unless noted: active = inhibition above about 40%; inactive = the rest. This is a random part of the collection; about 0.27% have a hit in one of these screens.

Under each structure: mcGAS lum, hcGAS lum, NPYLR7 ag
CCC(C)C(NS(=O)(=O)c1ccc(F)cc1)C(=O)Nc1nnc(-c2ccc(N(C)C)cc2)s1 (stereo not given)
 : -7, -16, -5
Cc1ccc(C(=O)NCCc2csc3nc(-c4cccc(C)c4)nn23)cc1
 : -7, 3, 2
Fc1ccccc1CNc1nc(NCC2CC2)nc2ccsc12
 : ·, -7, 12
Cc1sc(NC(=O)c2ccco2)c(C(c2cccc(F)c2)N2CCOCC2)c1C (stereo not given)
 : ·, -1, -4
O=C(NCCN1CCCC1)C1CC(c2ccccc2)CN(C(=O)Nc2ccc(Cl)cc2)C1 (stereo not given)
 : -5, -8, ·
CCn1cc(CN2CCN(Cc3cccc(F)c3)CC2)cn1
 : -15, -2, -8
C=CCc1c(C)nc2c(-c3ccccc3)cnn2c1N1CCCCC1
 : -7, -6, -5
COc1cc(C(=O)N2CCN(c3nc4ccccc4nc3C)CC2)cc(OC)c1OC
 : -3, -8, 11
Cc1ccc(-n2nc3c(c2NC(=O)c2ccc(S(=O)(=O)N(C)C)cc2)CSC3)c(C)c1
 : ·, -9, 0
CCOC(=O)c1cc(-c2ccc(N3CCN(C(=O)C(C)C)CC3)cc2)n(-c2cccc(F)c2)n1
 : -6, -5, 4
CC(C)(C)[C@]1(O)CCN2C[C@H]3c4ccccc4CCc4cccc(c43)[C@@H]2C1
 : -3&-2, -2&1, 4&9
Nc1ccc2nc(SCc3ccc(F)cc3)sc2c1
 : -2, -3, 7
Cc1cc[n+](C2=C(c3c(C)[nH]n(-c4ccccc4)c3=O)C(=O)N(Cc3ccccc3)C2=O)cc1
 : -7, -6, -1
O=C(c1ccoc1)N1CCN(S(=O)(=O)c2ccc(F)cc2F)CC1
 : -7, -12, 1
C=CCOC(=O)C1C(C)=Nc2nc(SCC=C)[nH]c(=O)c2C1c1cccc(F)c1 (stereo not given)
 : ·, -4, -2
Cc1nn(CC(O)COc2ccc(C(=O)c3ccccc3)cc2)c(C)c1Cl (stereo not given)
 : -5, -17, 6
COc1ccc(NC(C)(C)C(=O)N2CCc3c(ncnc3N(C)C)C2)cc1
 : ·, -5, 4
COc1ccc(CCN(C)c2cc(C(F)(F)F)nc(SCc3ccc(C(=O)NCCN(C)C)o3)n2)cc1OC
 : 1, -1, 3
Cc1ccccc1CCC1CCCN(C(=O)c2ccccc2-c2ncc[nH]2)C1 (stereo not given)
 : ·, -4, 5
COCCNc1nc(N)c([N+](=O)[O-])c(Nc2ccc(C)c(C)c2)n1
 : ·, -5, 0

Whole records as entered above:
Record of COCCNc1nc(N)c([N+](=O)[O-])c(Nc2ccc(C)c(C)c2)n1 : mcGAS lum = ·; hcGAS lum = -5; NPYLR7 ag = 0
Record of Fc1ccccc1CNc1nc(NCC2CC2)nc2ccsc12 : mcGAS lum = ·; hcGAS lum = -7; NPYLR7 ag = 12

(continued)
Under each structure: mcGAS lum, hcGAS lum, NPYLR7 ag
O=C(O)C1(C/C=C/c2ccccc2)CCCN(c2cnc3ccccc3n2)C1 (stereo not given)
 : ·, 5, 27
O=C(c1cnccn1)N1CCN(c2snc3ccccc23)CC1
 : ·, -3, 10
Cc1ccc(-c2nnc(SCC(=O)c3ccc4c(c3)OCO4)o2)cc1
 : -5, -3, ·
Cc1cc(NC(=O)CN2C(=O)CN(C)C2=O)no1
 : -7, -15, 4
Cc1nc(N2CCCC(C)C2)nc2c1C(=O)CC(c1ccco1)C2 (stereo not given)
 : ·, -9, 2
Cc1nn(-c2ccc(N3CCCC3)nn2)c2c1C(c1ccc(C(=O)O)cc1)CC(=O)N2 (stereo not given)
 : ·, -3, -17
Cc1ccc(CN(CC(O)COCc2ccccc2)C2CC2)c(C)c1 (stereo not given)
 : -8, -5, 17
NC(CO)(CO)CO
 : ·, -6, -11
Cc1ccccc1NC(=O)N1CCN(c2c3c(nc4ncnn24)CCCC3)CC1
 : -10, -8, 2
Cc1cc(C)n2c(SCCO)nnc2n1
 : ·, -2, -1
Cc1ccccc1CN(Cc1ccc2c(c1)OCO2)CC(O)COCC(C)C (stereo not given)
 : -4, -2, 22
C#CCOCC(O)CN(CCN1CCOCC1)Cc1ccc(F)cc1F (stereo not given)
 : -6, -10, 26
COc1ccc(OC)c(NC(=O)CSc2nc(=O)n(N3CCN(C)CC3)c3c2CCCC3)c1
 : -6, -5, -1
O=S1(=O)N=C2CCCCCN2C(c2ccc(OC(F)F)cc2)N1 (stereo not given)
 : -4&-2, -4&-4, 8&5
CS(=O)(=O)c1cc([N+](=O)[O-])c(NCC(F)(F)C(F)F)c([N+](=O)[O-])c1
 : -6, -6, 3
COc1cc(NC(=O)CSc2nnc(C(C)Oc3ccccc3F)o2)cc(OC)c1OC (stereo not given)
 : ·, -2, -3
CSc1nc(NCC(C)C)c2cnn(CCNC(=O)Cc3cccs3)c2n1
 : -6, -7, ·
CCc1[nH]c2ccc(CNC(=O)CCn3c(=O)[nH]c4ccccc43)cc2c1C
 : -14, -6, 8
Cc1ccc(-c2cnn3c(NCc4ccc5c(c4)OCO5)ccnc23)cc1
 : -2, -5, -6
CCOC(=O)C1CCCN(C=C2N=C(c3scnc3C)ON2)C1 (stereo not given)
 : ·, 3, -3

Remaining list, next part:
| canonical_smiles | mcGAS lum | hcGAS lum | NPYLR7 ag |
| --- | --- | --- | --- |
| CN1CCN(C(=O)c2ccccc2N2CCC(NC(=O)c3cccc(Cl)c3)CC2)CC1 | 0 | 1 | -12 |
| Cc1cc(-c2nnc(NC(=O)c3ccc(S(C)(=O)=O)cc3)o2)nn1C | -9 | -4 | -5 |
| COc1cc(C#N)ccc1OCc1ccc(C(N)=O)cc1 | -9 | -13 | 0 |
| COC(=O)c1cnc(NC(=O)c2cc(F)cc(Br)c2)s1 | · | -4 | 7 |
| CCOC(=O)C1=c2/c(=C/c3ccncc3)c(N)c(C(=O)OC)n2C(=O)C(c2ccncc2)S1 (stereo not given) | -7 | -8 | 9 |
| O=C(c1ccc(=O)[nH]n1)N1CCCCC1c1nc2ccccc2s1 (stereo not given) | -4 | -1&-6 | 4&7 |
| CCOC(=O)c1ccc(NC(=O)N2CCSC2c2cc(OC)cc(OC)c2)cc1 (stereo not given) | -6 | -6 | 3 |
| COc1ccc(CN2CCC(C(=O)NC(c3nc(OC)cc(OC)n3)c3ccccc3C)CC2)cc1 (stereo not given) | -2 | -4 | 5 |
| CC(NC(=O)CN1CCCCCCC1)c1nncn1C (stereo not given) | -16 | -5 | 29 |
| CC(=O)c1c(C)oc2ccc(N(C(=O)/C=C/c3ccccc3)S(=O)(=O)c3ccccc3)cc12 | · | -7 | 1 |
| CC1(C)CCC(NC(C(N)=O)c2ccccc2)c2ccccc21 (stereo not given) | -7 | -11 | 5 |
| Cc1sc2nc(CCc3ccccc3)nc(N3CCN(c4ccc(F)cc4)CC3)c2c1C | -9 | -10 | · |
| CC1CN(C(=O)CCC2CCCC2)C(C)CO1 (stereo not given) | · | 1 | 6 |
| CC(=O)c1ccc(OCc2nnsc2Cl)cc1 | · | -8 | -1 |
| COc1cccc(OC)c1OCCCOc1ccc(Br)cc1 | · | -9 | 4 |
| Cc1nc(CC(=O)N2CCC(c3ccccc3C(=O)O)C2)cs1 (stereo not given) | -16 | -4 | 8 |
| COCCN(Cc1c(-c2ccccc2)noc1N1CCCCC1C)C(=S)Nc1ccc(F)cc1 (stereo not given) | 1 | 1 | -5 |
| COCCN(Cc1csc(COc2ccc(C)c(C)c2)n1)C(=O)C1CCCC1 | 0 | -1 | -1 |
| COc1ccccc1N=P1(N2CCOCC2)C(=C2N(C)c3ccccc3C2(C)C)C=NN1C (stereo not given) | · | -13 | 1 |
| COc1ccc(C2CCCN2C(=O)COc2ccc(Br)cc2Cl)cc1 (stereo not given) | · | -6 | -2 |
| O=C(NCC1CCCO1)c1cnn2c1NC(c1ccco1)CC2C(F)(F)F (stereo not given) | -6 | -6 | -1 |
| CCOCCOc1nc(-c2ccc(C)cc2)n(-c2ccc(NC(=O)c3c(OC)cccc3OC)cc2)n1 | -8 | -4 | 17 |
| CN(C)CCNC(=O)c1cc2n(n1)CCN(C(=O)CC1CNCCO1)C2 (stereo not given) | -8 | -8 | · |
| CCCCCCCCc1ccc(C(=O)N2CCN(Cc3cc(=O)c(OCc4ccc(C(C)(C)C)cc4)co3)CC2)cc1 | 0 | 3 | 5 |
| O=C(O)CCC(C(=O)O)N1C(=O)c2ccccc2C1=O (stereo not given) | -1 | 3 | 6 |
| Cc1ccc(-n2nc(-c3ccccc3)cc2C(=O)NCCc2ccccc2)c(C)c1 | -4 | -5 | 0 |
| O=C(NCCc1ncno1)Nc1ccc(C(F)(F)F)cc1 | · | -8 | 2 |
| COc1ccccc1NS(=O)(=O)c1cc(NS(=O)(=O)c2cccc3cc(C)cnc23)ccc1C | -7 | -7 | -1 |
| CCCc1c(C)nn(-c2ccc(C(=O)NC(c3ccccc3)c3ccc(Cl)cc3)cc2)c1C (stereo not given) | -2 | -3 | -15 |
| COc1ccc(C(C2Sc3nc(C)nn3C2=O)N2CCC(C(N)=O)CC2)cc1 (stereo not given) | · | -7 | 0 |
| Cc1cccc(-c2nc(Cn3c(=O)n(C(C)C)c(=O)c4ccccc43)c(C)o2)c1 | -9 | -2 | -2 |
| Cc1cccc(C(=O)Nc2cc(-c3nc4ccccc4o3)ccc2C)c1 | -3 | -1 | -4 |
| Cc1oc(-c2ccc(Cl)cc2)cc1C(=O)N1CCN(c2nccc(-c3cccc(C(F)(F)F)c3)n2)CC1 | -7 | -4 | 14 |
| CCCn1c(SCc2nnc(-c3ccco3)o2)n[nH]c1=O | · | -7 | 1 |
| CSc1nnc2ccc(-c3ccccc3)nn12 | -5 | -3 | -16 |
| CCN1C(=O)C(=O)N(CC(=O)c2cc(C)n(C3CC3)c2C)C1=O | -4 | 2 | 1 |
| Cn1cc(SCC(=O)N2CCCc3ccccc32)c2ccccc21 | · | -3 | -4 |
| CC(Nc1cc(N(C)C)ncn1)c1cc(F)cc(F)c1 (stereo not given) | -8 | -2 | -3 |
| Cc1cc(N2CCN(c3ccccc3)CC2)nc(-n2nc(C)cc2C)n1 | -9 | -12 | 4 |
| Fc1ccc(-c2ccc(-c3nn4c(-c5ccccc5)nnc4s3)o2)cc1 | · | 1 | -5 |
| COc1cc(OC)cc(C2NC(=O)N(C)C3=C2C(=O)N(C2CCCCC2)C3)c1 (stereo not given) | -4 | -2 | -4 |
| CCOc1ccc(NC(=O)Nc2ccc(N3CCc4ccccc4C3)c(C(=O)NCCCOC)c2)cc1 | -4 | -3 | -1 |
| CSC=CC=CC(=O)N=c1c(C#N)cc2c(=O)n3cccc(C)c3nc2n1CCCOC(C)C | · | -4 | 0 |
| COc1ccc(C(=O)N2CCC2(C)C(=O)NC(C)C)cc1 (stereo not given) | 1 | 4 | -17 |
| C=CCN1CCc2cc(OC)c(OC)cc2C1CNC(=O)C(C)C (stereo not given) | 0 | 1 | -8 |

Part of the list above, with each value named.
COc1cc(OC)cc(C2NC(=O)N(C)C3=C2C(=O)N(C2CCCCC2)C3)c1 (stereo not given)
  mcGAS lum = -4
  hcGAS lum = -2
  NPYLR7 ag = -4
CCN1C(=O)C(=O)N(CC(=O)c2cc(C)n(C3CC3)c2C)C1=O
  mcGAS lum = -4
  hcGAS lum = 2
  NPYLR7 ag = 1
CC(Nc1cc(N(C)C)ncn1)c1cc(F)cc(F)c1 (stereo not given)
  mcGAS lum = -8
  hcGAS lum = -2
  NPYLR7 ag = -3

Next records:
| canonical_smiles | mcGAS lum | hcGAS lum | NPYLR7 ag |
| --- | --- | --- | --- |
| C=CCn1cc(CN2CCCC(c3nc(-c4cccnc4)no3)C2)c(C)n1 (stereo not given) | · | -5 | -7 |
| CCCCSc1nnc2n1CCN2c1ccc(F)cc1 | -4 | -1 | 6 |
| Fc1ccc(OCCSc2nnc(NC3CC3)s2)cc1 | -8 | -9 | 3 |
| Cc1sc(NC(=O)C(C)C)c(C(=O)N2CCn3cncc3C2)c1C | -12 | -5 | · |
| O=C(CSc1nnc2c(n1)[nH]c1ccccc12)Nc1ccccc1 | 2 | -2 | -8 |
| CCN(CC)C(=O)Oc1ccc2c(ccn2Cc2ccccc2Br)c1-c1ccc(OC)c(OC)c1 | -7 | -4 | 12 |
| CCCc1ccc(S(=O)(=O)N2CCC3(CC2)[C@H](C(=O)NC)[C@@H](OC(N)=O)C(=O)N3C)cc1 | -6 | -5 | 28 |
| CCn1cc(NC(=O)C2(c3ccccc3Cl)CCOCC2)cn1 | · | 1 | 3 |
| Cc1ccn2c(=O)c(NC(=O)COc3ccc(Cl)cc3)c(C)nc2c1 | · | 0 | -8 |
| COCCNC(=O)C1(C)CCCN(Cc2cc(C(F)(F)F)ccc2Cl)C1 (stereo not given) | 0 | 3 | -1 |
| Cc1cccc(-c2cc(N)n(-c3ccc(C(=O)Nc4ccc(C(C)(C)C)cc4)cc3)n2)c1 | -4 | -7 | -7 |
| COc1cc2c(cc1CN1CCN(c3cc(=O)[nH]c(N)n3)CC1)CCC2 | -9 | -4 | 2 |
| CCOc1c(C=[N+](C)C)c2ccccc2n1CC | · | -5 | 3 |
| C=CCN1C(=O)/C(=C\C=C\c2ccc(N(C)C)cc2)SC1=S | -9 | -17 | 0 |
| Cc1ccc(CN(C)C(=S)Nc2cccc(Cl)c2C)o1 | · | 19 | -9 |
| Cn1ccnc1CN1CCN(C(=O)c2cn(Cc3ccc(Cl)cc3)nn2)CC1 | · | -6 | 7 |
| CCCCc1ccc(-c2nc(C=Nc3cccc(Cl)c3)c(O)o2)cc1 | -6 | -6 | 3 |
| CN1CCN(C(=O)CC2(C)N=C(c3ccccc3)N(C)O2)CC1 (stereo not given) | · | -9 | 6 |
